# Compound activity as filed in PubChem.
# DENV2 CPE: inhibitors of DENV2 cytopathic effect | DENV2-infected cells, cytopathic effect rescue, plate reader | CPE inhibition, % at 9.99 µM | 350,000 compounds, 1.7% hits | AID 651640; in the data active = CPE inhibition above about 20%, passing the limit was not always enough; inconclusive = no clear call, values can overlap the other calls; tested in BHK-21 cells;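 note: 0% = median of neutral control wells and 100% = median of positive control wells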
# RAD54 inh: RAD54 (human) branch migration inhibition | Q92698 | inhibition, % at 10.4 µM | 360,000 compounds, 0.14% hits | RAD54 Holliday junction branch migration, FAM/BHQ fluorescence;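 active = mean normalized replicate activity at least 40 and at least half of replicates scoring 40 or more; inconclusive = only one of the two criteria met; inactive = mean below 40 and under half of replicates reaching 40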;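 note: 0% = median of neutral control wells and 100% = median of positive control wells; inhibitors cause a drop in the FAM fluorescence signal; in these data hits start at about 50%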
# Casp6 inh: caspase-6 (human) enzyme inhibition; purified caspase-6, Z-VEID-R110 cleavage fluorescence; inhibition, % at 12.5 µM; 350,000 compounds, 0.53% hits; AID 686996;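 active = mean inhibition across replicates at least about 35%, with every replicate also reaching that limit, limit read from the data; inconclusive = only one of the two criteria met; inactive = neither criterion met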;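 note: 0% = median of neutral control wells and 100% = no fluorescence left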
# E-selectin induc: E-selectin induction on HUVECs; HUVEC E-selectin immunofluorescence imaging; normalized: neutral wells 0, TNF-alpha wells 100; 260,000 compounds, 0.37% hits; P16581; AID 686992; activation, % at 7.58 µM;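 active = mean E-selectin-positive cell signal at least 10% of the positive control, reached in at least 60% of replicates, without over 20% cell loss; inconclusive = no rule given, readout overlaps actives, possibly toxicity-flagged; inactive = the rest, including those meeting only one limit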;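 note: in these data hits start at about 27%; measured in HUVEC primary endothelial cells; signal is the percent of cells scored E-selectin positive by PE staining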
# Target sequence (P16581 whole entry, looked up): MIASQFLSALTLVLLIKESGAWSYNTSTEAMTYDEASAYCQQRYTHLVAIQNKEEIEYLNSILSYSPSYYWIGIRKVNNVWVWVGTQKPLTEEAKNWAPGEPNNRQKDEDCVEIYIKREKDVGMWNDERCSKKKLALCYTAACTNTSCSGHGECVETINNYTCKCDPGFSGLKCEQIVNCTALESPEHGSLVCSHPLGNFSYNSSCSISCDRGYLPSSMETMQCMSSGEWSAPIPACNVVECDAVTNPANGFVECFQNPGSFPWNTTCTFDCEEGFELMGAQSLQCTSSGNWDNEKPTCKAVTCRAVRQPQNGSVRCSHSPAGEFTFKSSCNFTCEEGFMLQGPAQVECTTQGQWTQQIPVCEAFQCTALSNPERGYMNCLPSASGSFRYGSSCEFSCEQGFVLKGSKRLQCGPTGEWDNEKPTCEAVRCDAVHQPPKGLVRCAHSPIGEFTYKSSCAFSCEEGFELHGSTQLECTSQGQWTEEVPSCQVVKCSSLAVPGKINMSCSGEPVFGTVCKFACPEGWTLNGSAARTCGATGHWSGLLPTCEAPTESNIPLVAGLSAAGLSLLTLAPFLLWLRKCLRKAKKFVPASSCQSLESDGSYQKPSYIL
#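 Read-out: % PE-positive cells | Test system: HUVEC | Doses: One compound dose added by pin transfer | Buffer or medium: EGM-2 over gelatin coat | Signal: Immunofluorescence imaging | Benchmarks: TNF-alpha, DMSO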
# CFTR F508del cor: correctors of CFTR F508del function in bronchial epithelial cells | CFBE cells, YFP halide quenching; stimulated with forskolin plus potentiator P3; % fluorescence drop versus neutral controls | activity (quench increase), % at 7.58 µM | 350,000 compounds, 0.36% hits;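 active = mean added fluorescence quench of at least 8% versus neutral control, with both replicates also reaching 8%; inconclusive = only one of the mean or replicate conditions met; inactive = mean below 8% and not both replicates reaching 8%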;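 note: cells transiently co-express mutant CFTR-F508del with the halide-sensitive YFP; corrector assay measuring rescue of mutant channel to the surface after 24 h compound exposure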
# GSIS activator: GLuc luminescence reporter in INS-1E cells, primary screen for activators of glucose-dependent secretion of insulin | INS-1E GLuc reporter insulin secretion, 2-3 h | activation, % at 16.6 µM | 370,000 compounds, 0.61% hits | AID 743287;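 active = lowest replicate activation of at least 40%, so every replicate reaches that level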;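 note: 0% = median of neutral control wells and 100% = median of IBMX positive control wells; some compounds called inactive have numbers as strong as hits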
# XiGFP reactiv: reactivates the inactive X chromosome in mouse fibroblasts; 360,000 compounds, 0.055% hits; AID 743238; XiGFP mouse fibroblasts, % GFP-positive cells imaging, 3 d; cells co-treated with 5-aza-dC sensitizer; scaled so ellipticine positive control = 100%; activation, % at 7.58 µM;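 active = mean normalized replicate activation at least 10% and every replicate at or above 10%; inconclusive = only one of the two criteria met; inactive = mean below 10% and not all replicates reach 10%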;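 note: 0% = median of on-plate neutral control wells and 100% = ellipticine 6 µM median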
#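 System: 68-5-11 XiGFP fibroblast line; Timing: 3 days compound exposure; Compound dosing: one concentration, pinned; Benchmarks: positive control ellipticine, 6 µM final; Buffer or medium: DMEM containing 5-aza-dC.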
# RAD52 anneal inh: inhibitors of human RAD52 DNA annealing. recombinant RAD52 DNA annealing, FRET fluorescence. P43351. 360,000 compounds, 0.46% hits. inhibition, % at 18.7 µM;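 active = every replicate showing at least 50% inhibition; inconclusive = mean inhibition at least 50% but not in every replicate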
# Target sequence (P43351 whole entry, looked up): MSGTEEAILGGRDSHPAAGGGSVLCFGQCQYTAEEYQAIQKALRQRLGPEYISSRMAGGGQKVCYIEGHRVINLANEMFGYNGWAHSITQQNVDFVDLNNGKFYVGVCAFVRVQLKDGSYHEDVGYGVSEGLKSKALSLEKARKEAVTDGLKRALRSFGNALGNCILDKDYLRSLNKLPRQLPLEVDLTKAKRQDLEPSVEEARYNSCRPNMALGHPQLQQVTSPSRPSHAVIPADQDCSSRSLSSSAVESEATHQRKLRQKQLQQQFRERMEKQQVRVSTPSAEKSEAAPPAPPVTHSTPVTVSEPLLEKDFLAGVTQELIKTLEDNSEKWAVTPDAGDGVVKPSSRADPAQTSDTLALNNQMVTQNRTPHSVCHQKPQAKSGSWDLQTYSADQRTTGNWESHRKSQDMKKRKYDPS
# * hit, by the source's call; ? = inconclusive; . = not tested or not shown; & = joins results of further samples.
Molecule	DENV2 CPE	RAD54 inh	Casp6 inh	E-selectin induc	CFTR F508del cor	GSIS activator	XiGFP reactiv	RAD52 anneal inh
Cc1cccc(-n2nc3c(c2NC(=O)C2CC2)CS(=O)(=O)C3)c1C	-2	-6	-2	.	0.2	14	0.2	7
O=c1oc2ccccc2c2[nH]ccc12	-3	12	3	.	-0.2	4	0.0	-8
CCn1c(N)c(Br)c(=O)[nH]c1=O	-8	.	2	2.3	-4.9	.	-0.1	-2
O=C(C1CC1)N1N=C(c2ccccc2)CC1(O)C(F)(F)F (stereo not drawn)	0	4	0	0.1	4.7	0	0.2	-15
COc1ccccc1C1CC(c2cccc(NS(C)(=O)=O)c2)=NN1S(=O)(=O)c1ccccc1 (stereo not drawn)	-4	1	-1	0.2	2.6	2	0.1	-272
Cc1cc(/C=C2/C(=O)N(C)C(=S)N2C)ccc1N1CCCC1	-6	.	-3	-0.1	5.7	-4	0.1	-162
Nc1nc(NCc2ccc(Cl)cc2)nc(NCCO)c1[N+](=O)[O-]	-1	-2	-1	-0.1	0.4	23	-0.1	-20
COC(=O)c1ccc(CSc2nc(N)cc(N)n2)cc1	.	3	3	.	.	-17	.	-12
CC(=O)Nc1ccccc1OC(C)C(=O)NC(C)c1ccc(F)cc1 (stereo not drawn)	2	.	0	.	1.5	-14	0.1	-17
O=C(CSc1ccc(Cl)cc1)NNC(=O)c1ccncc1	1	-8	-1	.	-2.2	-8	0.3	-4
C[C@@H]1CN([C@@H](C)CO)C(=O)c2cc(NS(=O)(=O)c3cn(C)cn3)ccc2O[C@@H](C)CCCCO[C@H]1CN(C)S(=O)(=O)c1cccs1	-13	-1	5	.	1.0	-1	0.0	99*
O=[N+]([O-])c1cccc(S(=O)(=O)c2cccc([N+](=O)[O-])c2)c1	-4	.	-4	.	.	-4	0.0	-16
O=C(NCCCSc1ccccc1)c1cc(Cl)ccc1O	8	5	2	-0.1	-0.8	-48	0.1	-13
COc1ccc(CN2CCN(C(=O)c3ccco3)CC2)cc1OC	-9	.	1	.	2.8	7	0.2	-8
Cc1ccc(-c2cnc3c(c2)C(=O)N([C@@H](C)CO)C[C@@H](C)[C@@H](CN(C)CC2CC2)O3)cc1	-5	.	-2	0.0	2.3	21	-0.1	9
O=C(C[C@@H]1CC[C@@H]2[C@H](COC[C@H](O)CN2CCC(F)(F)F)O1)NCC1CCCCC1	3	-2	1	0.0	-0.5	-11	0.1	4
O=C(CC1C(=O)NCCN1C1CCCC1)NCc1cccc(OC(F)(F)F)c1 (stereo not drawn)	-5	-6	-2	0.0	-2.8	-13	0.1	-28
CCOC(=O)Cc1nnc(NC(=O)CSc2nncn2C)s1	-1	.	5	.	1.4	4	.	-4
Cc1noc(C)c1S(=O)(=O)Nc1ccc2c(c1)CC(=O)N([C@H](C)CO)C[C@@H](C)[C@@H](CN(C)C)O2	-7	3	0	0.5	-2.9	19	-0.5	-1
NNC(=O)c1ccc(N2CCCCCC2)c([N+](=O)[O-])c1	0	-13	2	11	0.8	1	0.0	4
Cc1ccc(Nc2nc(NCc3ccco3)c3ccccc3n2)cc1	-4	-12	-2	0.0	-12	-13	0.2	11
CCOC(=O)C1CCN(C(=O)CN2C(=O)COc3ccc(C(C)(C)C)cc32)CC1	?	2	1	-0.2	5.4	-4	0.1	-3
COc1ccc(NC(=O)CN(C)C(=O)Cc2ccc(S(=O)(=O)N3CCOCC3)s2)cc1	-9	4	10	0.1	1.8	-15	-0.1	-22
CCOc1ccc(CC(=O)N/N=C(\C)c2cccnc2)cc1OCC	78*	-2	-2	-0.8	0.0	7	0.0	-18
COc1cc(CN2CC3(CN(C(=O)c4cccnc4)C3)c3c([nH]c4cc(OC)ccc34)[C@@H]2CO)cc(OC)c1	13	.	3	-0.3	-4.2	25	0.1	0
C[C@@H]1CN([C@@H](C)CO)C(=O)c2cc(C#CC3CC3)cnc2O[C@@H]1CN(C)S(C)(=O)=O	-2	-3	0	-2.4	-2.4	-5	-0.5	8
COc1cccc(-c2nnc(SC(C(=O)c3c[nH]c4ccccc34)c3ccccc3)n2C)c1 (stereo not drawn)	0	.	3	1.5	-8.8	3	0.0	-10
COc1ccccc1N1CCN(C(=O)C2CCN(C(=O)c3ccccc3C)CC2)CC1	11	10	2	.	1.3	-17	0.3	-19
CCOC(=O)NC(=O)C(/C=N/c1sccc1C(=O)OC)=C(\C)O	-5	.	3	.	0.5	3	0.8	-33
Cc1ccccc1-c1ccc([C@H]2[C@@H](CO)N3C(=O)CN(C(=O)c4ccncc4)C[C@H]23)cc1	-4	.	-2	0.1	-3.7	2	0.4	-6
COc1ccc(-c2ccc([C@H]3[C@@H](CO)N4C(=O)CN(C(=O)c5ccccn5)C[C@@H]34)cc2)cc1	8	.	1	0.3	1.7	-11	0.0	-4
CCCCn1cnc2cc(NCc3ccncc3)ccc21	.	0	-2	.	.	5	.	-11
O=C1N=C(N2CCOCC2)S/C1=C\c1ccc(-c2ccccc2Cl)o1	-10	-1	3	.	.	.	0.0	-72
O=[N+]([O-])c1cccc2nc3ccccc3c(NCCCn3ccnc3[N+](=O)[O-])c12	7	.	-2	.	3.0	.	-0.1	-9
Cc1cc(C(=O)COC(=O)c2ccc3c(c2)OCO3)c(C)n1CC1CCCO1 (stereo not drawn)	0	.	1	.	0.1	7	0.3	-10
C[C@H]1COc2cc(N3CC[C@H](O)C3)ccc2S(=O)(=O)N1	3	.	-3	0.2	-1.5	-1	0.0	-12
COc1ccc(CN2CCN(C(=O)c3cc(C4CC4)nn3-c3ccccc3)CC2)cc1F	1	5	4	.	2.8	-47	0.1	2
COc1cccc(N2[C@@H](CC(C)=O)c3ccc(/C=C/C(C)=O)cc3S2(=O)=O)c1	?	-2	-3	0.1	-2.4	16	0.3	-62
O=C(N=C1SC2CS(=O)(=O)CC2N1c1cccc(Cl)c1Cl)C1CCCO1 (stereo not drawn)	15	-3	1	6.4	-1.9	4	0.0	-40
COc1cc(S(=O)(=O)N2CC(=O)Nc3ccccc32)ccc1NC(C)=O	6	-18	7	.	-3.0	4	0.1	-6
CC1CCC(=O)N(CCSc2ccccc2)CC1 (stereo not drawn)	9	-7	-3	.	-2.8	9	0.1	-2
CC(=O)c1ccc(COC(=O)c2cc3ccccc3oc2=O)cc1	?	1	-1	-0.1	-1.5	-39	0.2	-7
Cc1ccc(-c2nnc3sc(C4COc5ccccc5O4)nn23)cc1 (stereo not drawn)	5	-3	1	.	-2.0	-1	.	-14
Fc1ccc2nc(Nc3nc4cc5c(cc4s3)OCCO5)sc2c1	.	4	.	-0.3	.	20	-0.1	.
C[C@H]1CN([C@@H](C)CO)C(=O)c2cc(NS(=O)(=O)c3cn(C)cn3)ccc2O[C@H]1CN(C)C(=O)Nc1cccc2ccccc12	8	4	2	-0.2	-0.3	9	0.2	10
Nn1c(C2CCCCC2)nc2ccccc2c1=O	2	-3	-1	-0.1	0.6	50*	-0.2	-7
CCNS(=O)(=O)c1ccc2nc(NC(=O)/C=C/c3cc(OC)c(OC)c(OC)c3)sc2c1	-4	.	-4	-1.2	3.8	9	0.0	-11
CCCc1cc(=O)[nH]c(SCC(=O)N(CC)c2c(N)n(Cc3ccccc3)c(=O)[nH]c2=O)n1	1	2	3	0.1	3.9	2	0.3	2
COc1ccc(-c2nc3cc(C)c(Br)c(C)n3c2Cc2ccccc2)cc1OC	11	15	-3	0.1	3.0	11	-0.1	-18
COc1ccc(C2=NNC(c3cccnc3)=Nc3ccc(OC)cc32)cc1	3	-5	-1	1.2	2.0	5	0.4	-7

# (next part)
Molecule	DENV2 CPE	RAD54 inh	Casp6 inh	E-selectin induc	CFTR F508del cor	GSIS activator	XiGFP reactiv	RAD52 anneal inh
COCc1cc(C)nc2sc(C(=O)Nc3nccs3)c(N)c12	0	18	2	0.0	-0.9	.	0.3	-7
COc1ccccc1C(C)NC(=O)c1ccc(NC(=O)CC2SC(N3CCCC3)=NC2=O)cc1 (stereo not drawn)	-1	16	5	.	-2.3	-4	0.4	-25
O=C1CCC(C(=O)OCC(=O)Nc2ccc(OC(F)F)cc2)=NN1	4	4	1	1.1	3.2	8	-0.1	55*
CCCSc1nc2ccccc2n1CC(=O)O	6	.	8	1.4	2.2	-14	0.1	-6
O=C(NCCN1C(=O)C2C3C=CC(C3)C2C1=O)Nc1ccccc1 (stereo not drawn)	-1	6	-2	-0.1	-3.2	-2	0.2	-15
O=C(NCC1CCCO1)c1ccc2c(c1)N(Cc1ccc(F)cc1)CCS2 (stereo not drawn)	-4	-3	3	0.3	1.4	-6	0.2	6
C/C(=N/NS(=O)(=O)c1ccc(C)cc1)c1ccc2c(c1)OCO2	-7	-11	0	0.0	-0.2	-4	0.1	-9
C[C@@H]1CCCCO[C@H](CN(C)C(=O)NC2CCCCC2)[C@@H](C)CN([C@H](C)CO)C(=O)c2cc(NC(=O)CCCCCC(=O)Nc3ccccc3N)ccc2O1	112*	-2	-4	-0.1	0.1	5	-0.1	0
C[C@@H](O)C#Cc1ccc2c(c1)O[C@H](CN(C)Cc1cccnc1)[C@@H](C)CN([C@@H](C)CO)S2(=O)=O	-5	-12	4	-0.1	1.6	15	0.1	-4
C[C@@H]1CN([C@H](C)CO)C(=O)CCCn2nncc2CO[C@@H]1CN(C)C(=O)NC1CCCCC1	-4&0&5	2&5&0	2&0&-3	0.5&0.0	-0.6&1.6&1.8	7&-2	0.0	-13&-7&1
CC(=O)OC(C(=O)N1CCOCC1)c1c(F)cccc1F (stereo not drawn)	1	.	-3	0.0	2.5	-3	0.4	-9
CC1CCCCN1CC(=O)NC(c1ccccc1)c1ccccc1 (stereo not drawn)	.	.	-5	.	-0.8	-7	-0.4	-3
CN1CCN(S(=O)(=O)c2cccc(C(=O)Nc3sccc3C(N)=O)c2)CC1	2	1	3	0.2	0.9	17	-0.1	-19
CCN(CC)CCCNC(=O)C(C)n1c2ccccc2c2nc(=O)cc(C)n21 (stereo not drawn)	-3	-11	2	2.4	2.1	5	0.0	-7
CC1=NN(C(N)=S)C(=O)C1N=Nc1ccccc1C(=O)O (stereo not drawn)	-1	-4	2	.	0.9	-12	0.5	-10
COc1ccc(-c2csc(NC3CCCCC3)n2)c(OC)c1	3	-13	-1	1.7	2.2	-11	0.0	-21
COc1cccc(C(=O)Oc2ccc(/C=N/Nc3ccc(C(=O)O)cc3)cc2OC)c1	-4	-2	7	.	-0.7	-19	0.0	-16
CCn1c(O)c(N=Nc2ccc(Cl)c(C(=O)O)c2)c2ccccc21	13	-7	6	0.0	-0.9	-2	-0.2	-18
Cc1ccc(CNC(=S)Nc2cc(C(=O)O)ccc2C)cc1	-4	.	6	.	4.8	0	0.0	-9

# Hits appear at their usual frequency; overall some 3.7% were active at least once.
